# CD40 NFkB inh: CD40 pathway inhibition in BL2 cells; BL2 NF-kB luciferase reporter, CD40L-induced, 4 h; inhibition, % at 10 µM; 83,000 tested, 0.94% active; AID 1053188;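 active = mean inhibition of at least 50% with a set share of replicates also reaching that level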;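 note: 0% = neutral control wells and 100% = IKK inhibitor VII at 50 µM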
# * hit, by the source's call; & = joins results of further samples; [ ] = remark or other dose. An excerpt. The share of hits here may be higher or lower than overall.
no.	Structure	CD40 NFkB inh
1	O=C(C[C@H]1C[C@@H]2c3cc(NC(=O)c4ccc5c(c4)OCO5)ccc3O[C@@H]2[C@H](CO)O1)NCc1ccc(Oc2ccccc2)cc1	0[25 µM]
2	O=C(c1cccc(C(F)(F)F)c1)C1CCCN(C(=O)CN2CCCC2=O)C1 (configuration not stated)	-1
3	COc1cccc(-c2ccc3n(c2=O)C[C@@H]2[C@@H](CO)[C@H](C(=O)N(C)C)[C@H]3N2C(=O)c2ccccn2)c1	1[25 µM]
4	COC(=O)Cc1c[nH]c2ccc(OCC(O)CNC(C)C)cc12 (configuration not stated)	11
5	COc1ccc2c3c(n(C)c2c1)[C@@H](CO)NCC31CN(Cc2cc(F)ccc2F)C1	3
6	COc1ccccc1OCCNC(=O)CC(NC(C)=O)c1ccccc1 (configuration not stated)	7
7	CC(C)c1ccc(OCc2ccc(C(=O)N3CCN(c4ccccn4)CC3)cc2)cc1	6
8	CCOC(=O)c1ccc(NC(=O)NC2CC3CCC(C2)N3)cc1 (configuration not stated)	4
9	O=S(=O)(c1ccccc1)N1CC2(C1)[C@H](c1ccccc1)[C@@H](CO)N2CC1CCOCC1	-10[25 µM]
10	O=S(=O)(Cc1ccccc1)c1nc2ccccc2n1Cc1ccccn1	10
11	COCCNC(=O)C[C@@H]1CC[C@H]2[C@@H](COC[C@@H](O)CN2S(=O)(=O)c2ccccc2F)O1	1[25 µM]
12	O=C(C[C@H]1C[C@@H]2c3cc(NC(=O)NC4CCCC4)ccc3O[C@@H]2[C@@H](CO)O1)NCc1ccccn1	0
13	O=C(NCCC1=CCCCC1)c1cnc2n(c1=O)CCS2	-74
14	CC(C)NC(=O)N1[C@@H]2CNc3ccccc3[C@@H]2[C@@H]1CO	8[25 µM]
15	CCC(C)[C@H](NC(=O)Nc1ccc2c(c1)OCCO2)C(=O)O (some centres not stated)	-4
16	O=C(CN1CCOCC1)N[C@@H]1CC[C@H](CCn2cc(C3CC3)nn2)O[C@@H]1CO	-1[25 µM]
17	O=C(Cn1cncc1-c1ccc([N+](=O)[O-])cc1)Nc1cccc2ccccc12	-3
18	O=C(CNC(=O)c1ccco1)OCC(=O)c1ccc2ccccc2c1	15
19	Cc1cc(C(=O)OCC(=O)NCCCN2CCCC2=O)c2ccccc2n1	13
20	Cc1ccc(-c2cc(C(=O)N3CC(C)OC(C)C3)c3ccccc3n2)o1 (configuration not stated)	114*
21	COc1ccc(-c2ccc(C3[C@H]4CNC[C@@H]3N4C(=O)Nc3cccc(OC)c3)cc2)cc1 (some centres not stated)	-21&-36
22	N#CN=CN1CC=C(c2ccc(Cl)cc2)CC1	5
23	O=C(c1ccc2c(c1)OCO2)N1C[C@H]2[C@@H](c3ccccc31)[C@H](CO)N2Cc1cccnc1	-11[25 µM]
24	CC(NCC(O)COCCC12CC3CC(CC(C3)C1)C2)c1ccccc1 (configuration not stated)	86*
25	C[C@H]1CN([C@@H](C)CO)C(=O)c2cccc(NS(=O)(=O)c3ccc(Cl)cc3)c2O[C@H]1CN(C)C(=O)Nc1ccc2c(c1)OCO2	1[25 µM]
26	CC1(C)CCCC2=C1CC1C(=O)N(N)C(=O)C1C2 (configuration not stated)	19
27	C[C@H](CO)N1C[C@H](C)[C@H](CN(C)S(=O)(=O)c2ccsc2)OCc2ccccc2-c2c(n(C)c3ccccc23)C1=O	-2
28	O=C(CN1CCN(C(=O)c2ccco2)CC1)Nc1ccc2c(c1)OCCO2	28
29	CC(C)NC(=O)c1ccc(C(C)C)cc1	10
30	Nc1nnc(C2CCCC2)s1	1

# An excerpt from above in order of their number in CD40 NFkB inh, falling.
nr	smiles	CD40 NFkB inh
22	N#CN=CN1CC=C(c2ccc(Cl)cc2)CC1	5
30	Nc1nnc(C2CCCC2)s1	1
17	O=C(Cn1cncc1-c1ccc([N+](=O)[O-])cc1)Nc1cccc2ccccc12	-3

# Carrying on:
no.	Structure	CD40 NFkB inh
31	O=C(CN1C(=O)NC2(CCCCC2)C1=O)Nc1ccccc1N1CCCCC1	12
32	CCN1CCN(c2ccc(N3CCN(S(=O)(=O)c4ccc(C)c([N+](=O)[O-])c4)CC3)nn2)CC1	2
33	CC1Cc2ccccc2N1C(=O)c1ccc(N2CCCC2)c([N+](=O)[O-])c1 (configuration not stated)	-9
34	O=C(CCCSCCCC(=O)NN=Cc1ccccc1)NN=Cc1ccccc1	12
35	Cc1nn(C)c(C)c1/C=C/C(=O)c1ccc(Cl)cc1Cl	-17
36	Cc1noc(C)c1COC(=O)c1ccccc1Oc1ccccc1	1
37	CC(C)CN(C(=O)CSc1nnc2ccccn12)C1CCS(=O)(=O)C1 (configuration not stated)	11
38	CCOc1ccc(OCCC(=O)Nc2ccc(F)cc2C)cc1	6
39	COc1cccc(S(=O)(=O)Nc2ccc3c(c2)C(=O)N(C)C[C@H](OC)[C@H](C)CN(Cc2ccccc2F)[C@@H](C)CO3)c1	5&10[25 µM]
40	CC(C)n1c(CCCO)nc2ccccc21	13
41	O=C(C[C@H]1CC[C@H]2[C@@H](COC[C@@H](O)CN2CC2CCOCC2)O1)NCC1CCCCC1	7[25 µM]
42	O=C(C[C@@H]1CC[C@H]2[C@@H](COC[C@@H](O)CN2CCC(F)(F)F)O1)NCC1CC1	-14[25 µM]
43	COc1ccc(-c2cc(NC=O)c3ncc(-c4ccc(OC)c(OC)c4)n3c2)cc1OC	-16
44	CC(=O)NC(CC(=O)Nc1ccc(S(=O)(=O)N2CCCCC2)cc1)c1ccccc1 (configuration not stated)	2
45	COc1ccc(CN(C)C(=O)c2ccc(NC(=O)CC3SC(N4CCCC4)=NC3=O)cc2)c(OC)c1 (configuration not stated)	4
46	CCc1ccc(CNC(=O)CCc2nnc(Cc3cccc(C(F)(F)F)c3)o2)nc1	10
47	Cc1cc(-n2c(C)cc(C(=O)COc3cc(F)ccc3[N+](=O)[O-])c2C)no1	-7
48	Cn1cc(S(=O)(=O)N2CCOCC2)cc1C(=O)NCCc1ccccc1	-6
49	CC=Cc1ccc2n(c1=O)C[C@H]1[C@H](CO)[C@@H](C(=O)NCC(F)(F)F)[C@@H]2N1C(=O)C1CCC1 (mixture of isomers)	6
50	CC(=O)NC(CCS(C)(=O)=O)C(=O)Nc1ccc(F)cc1Cl (configuration not stated)	2
51	Cc1ccc(C(C)C)c(OCc2nnc(SCC(=O)Nc3ncc(C)s3)n2C)c1	4
52	Cc1noc(C)c1S(=O)(=O)N(C)C[C@@H]1Oc2ccc(NS(=O)(=O)c3cn(C)cn3)cc2CC(=O)N([C@H](C)CO)C[C@@H]1C	-3[25 µM]
53	CCCn1c(=O)[nH]c(=O)c2c1nc(-c1ccc(OC(F)F)cc1)n2CCN1CCOCC1	0
54	O=S(=O)(NCC1COc2ccccc2O1)c1ccc2ccccc2c1 (configuration not stated)	13
55	Fc1ccc(-c2ccc(NCCN3CCOCC3)nn2)cc1	-11
56	CCCNC(=O)Cn1c(=O)/c(=C/c2ccc(-c3cccc([N+](=O)[O-])c3)o2)s/c1=C\C(=O)C(C)(C)C	-1
57	Cc1cccc(N2CC(C(=O)Nc3ccc(S(=O)(=O)N4CCOCC4)cc3)CC2=O)c1 (configuration not stated)	13
58	COc1cc(OC)c(S(=O)(=O)Nc2ccccc2NC(=O)CN2CCOCC2)cc1NC(C)=O	12
59	N#Cc1sc2nc(-c3ccccc3)cc(-c3ccco3)c2c1N	-7
60	O=C(Nc1nnc(C2CC2)s1)c1ccccn1	13
61	O=C(Cc1cccs1)Nc1ccc(NC(=O)c2ccco2)cc1	-34
62	O=C(CSc1ncccn1)Nc1ccc(Cl)c(S(=O)(=O)N2CCOCC2)c1	10
63	CCCn1c(N)c(N(CCOC)C(=O)CSc2ccccc2)c(=O)[nH]c1=O	-1
64	COc1ccccc1-c1nnc(NC(=O)c2ccc(S(=O)(=O)N3CCCC3)cc2)o1	17
65	CCC1(c2ccccc2)NC(=O)N(CC(=O)NCC2COc3ccccc3O2)C1=O (configuration not stated)	8
66	CN1CCN(CC(=O)N2c3ccccc3C(C)(c3ccccc3)CC2(C)C)CC1 (configuration not stated)	25
67	COc1ccc(CC(=O)OCC(=O)Nc2ccc(N3CCOCC3)cc2)cc1	3
68	COCC(=O)N1CCCCN2[C@@H](CO)[C@H](c3ccc(C#Cc4cccnc4)cc3)[C@@H]2C1	-2[25 µM]
69	CCOC(=O)Cn1cnc([N+](=O)[O-])n1	0
70	O=C(C1CCN(S(=O)(=O)c2ccccc2)CC1)N1CCCCCC1	11
71	CCCCN(CC)C(=O)Cn1c(=O)sc2ccccc21	2
72	Cc1oc(/C=N/NC(=O)CC2(C)OCCO2)cc1Br	-3
73	CCN(CC)CC(=O)Nc1c(C)cc(C(C)(C)C)cc1C	-38
74	Cc1sc2c(c1C)C(O)=C(C(=O)Nc1ccccc1)S(=O)(=O)N2C	-6
75	O=S(=O)(c1ccc(Br)cc1)N1CCN(c2cc(-c3ccccc3)nc3ncnn23)CC1	-5
76	O=C(CCc1nnc2ccc(NCc3ccco3)nn12)N1CCCCC1	9
77	Cc1cc(C)c(NC(=O)CNC(=O)c2ccc3ncsc3c2)c(C)c1	-4
78	N#C[C@@H]1[C@H](c2ccc(C#Cc3ccccc3F)cc2)[C@H](CO)N1C(=O)C1CC1	35[25 µM]
79	O=C(CNC(=O)c1cccs1)N/N=C/c1ccc(Cl)cc1	-34
80	Cc1ccc(NC(=O)C[C@H]2CC[C@H]3[C@@H](COc4ccc(NC(=O)C5CCC5)cc4C(=O)N3C)O2)cc1	-4
81	O=C(NCc1ccc(F)cc1)N1CCN(C(=O)c2ccccc2)CC1	23
82	CCC(=O)N1CCCCN2[C@H](CO)[C@H](c3ccc(-c4cccnc4)cc3)[C@@H]2C1	6[25 µM]
83	O=C(C[C@@H]1C[C@H]2c3cc(NC(=O)Nc4ccccc4F)ccc3O[C@H]2[C@@H](CO)O1)NC1CCCCC1	6[25 µM]
84	CO[C@H]1CN(C)C(=O)c2cc(NC(=O)c3cccc(F)c3)ccc2OC[C@@H](C)N(C)C[C@@H]1C	-8[25 µM]
85	CC(=O)Nc1cccc(Oc2nc(NC(C)C)nc3cc(-c4ccccc4)sc23)c1	-61
86	Cc1c(NC(=O)COC(=O)C2=COCCO2)cccc1[N+](=O)[O-]	10
87	CCNC[C@@H]1[C@@H](c2ccccc2)[C@@H](CO)N1C(=O)Cc1ccccn1	-7[25 µM]
88	C[C@@H](C(=O)Nc1cccnc1)n1c(=O)[nH]c2ccccc2c1=O	10
89	CCCc1nn(C)c(C(N)=O)c1[N+](=O)[O-]	-1
90	O=C(CN1C(=O)NC2(CCCCCC2)C1=O)N1CCCCC1	18

# Next section
no.	Structure	CD40 NFkB inh
91	CCOc1cc2c(cc1OCC)C(c1ccccc1)N(c1ccc(C(=O)O)cc1)C(=O)C2 (configuration not stated)	-4
92	COc1cccc(CCC(=O)O)c1OC	12
93	COc1cc2c(cc1OC)-c1nnc(C)n1C(C)(C)C2	8
94	Cc1nn(-c2ccccc2)c(C)c1C(=O)OCC(=O)Nc1ccc2c(c1)OCO2	-1
95	C[C@H](CO)N1C[C@H](C)[C@@H](CN(C)S(=O)(=O)c2cn(C)cn2)OCCCC[C@H](C)Oc2ccc(N(C)C)cc2C1=O	-13[25 µM]
96	C[C@H]1CN([C@@H](C)CO)C(=O)Cc2cc(NC(=O)Cn3cnnn3)ccc2O[C@H]1CN(C)Cc1ccc(Oc2ccccc2)cc1	2[25 µM]
97	C/C=C/c1ccc([C@@H]2[C@@H](CO)N(Cc3cccc(F)c3)C23CN(C(C)=O)C3)cc1	8[25 µM]
98	C[C@@H]1CCCCO[C@@H](CN(C)C(=O)Nc2ccccc2)[C@@H](C)CN([C@@H](C)CO)C(=O)c2cc(NC(=O)Nc3ccc4c(c3)OCO4)ccc2O1	-11
99	CCCN(CC(=O)Nc1ccccc1C)C(=O)C1CCN(S(=O)(=O)c2cccc(C(F)(F)F)c2)CC1	2
100	O=C(c1cc(-c2ccccc2)nc2ccccc12)N1CCN(C2CCS(=O)(=O)C2)CC1 (configuration not stated)	-1
101	O=C(CCC(=O)c1ccc(Oc2ccccc2)cc1)Nc1ccc(C(=O)O)cc1	-1
102	CC(=O)Nc1sc(C)c(C)c1CN1CCN(Cc2ccccc2)CC1	11
103	COc1ccccc1N1CCN(S(=O)(=O)c2ccc3c4c(cccc24)C(=O)N3)CC1	14
104	CN1CCC(OC(=O)c2ccco2)CC1	1
105	CN(CC(=O)NCCN1CCOCC1)S(=O)(=O)c1ccc(F)cc1	6
106	O=C(Nc1ccc(-c2nc3ccccc3o2)cc1)c1ccc(N2CCOCC2)c([N+](=O)[O-])c1	7
107	O=C(O)CCC(=O)N1CCCC1	0
108	Cc1nn(-c2ccc(N3CCCCC3)nn2)c(C)c1CCC(=O)Nc1cccc(F)c1	-83
109	COc1cccc(S(=O)(=O)N[C@@H]2CC[C@@H](CC(=O)NC3Cc4ccccc4C3)O[C@@H]2CO)c1	6[25 µM]
110	COCCNC(=O)CCC1CCN(Cc2cccc(-c3ccc(C)o3)c2)CC1	16
111	Cc1ccc(-c2nnc(/C=C/c3ccccc3)o2)cc1	-46
112	CN(CCO)c1ncnc2c1sc1nc(N3CCOCC3)c3c(c12)CCC3	3
113	Cc1ccc(CNS(=O)(=O)CCNC(=O)c2ccccc2)cc1	11
114	CCNC(=O)c1cc2c(c(-c3cccc(-c4cccnc4)c3)n1)[C@H](CCO)N(S(C)(=O)=O)C2	17[25 µM]
115	Cc1ccc(-c2nc3c(c(=O)[nH]c(=O)n3Cc3ccccc3)n2C)o1	-3
116	CN(C)CC(=O)N1[C@H](CO)[C@H](c2ccccc2-c2ccc(C(=O)N(C)C)cc2)[C@@H]1C#N	-9[25 µM]

# Structural class: the compounds so far containing two or more sulfur atoms.
no.	Structure	CD40 NFkB inh
27	C[C@H](CO)N1C[C@H](C)[C@H](CN(C)S(=O)(=O)c2ccsc2)OCc2ccccc2-c2c(n(C)c3ccccc23)C1=O	-2
37	CC(C)CN(C(=O)CSc1nnc2ccccn12)C1CCS(=O)(=O)C1 (configuration not stated)	11
51	Cc1ccc(C(C)C)c(OCc2nnc(SCC(=O)Nc3ncc(C)s3)n2C)c1	4
52	Cc1noc(C)c1S(=O)(=O)N(C)C[C@@H]1Oc2ccc(NS(=O)(=O)c3cn(C)cn3)cc2CC(=O)N([C@H](C)CO)C[C@@H]1C	-3[25 µM]
62	O=C(CSc1ncccn1)Nc1ccc(Cl)c(S(=O)(=O)N2CCOCC2)c1	10
74	Cc1sc2c(c1C)C(O)=C(C(=O)Nc1ccccc1)S(=O)(=O)N2C	-6

# Bioassay records as filed in PubChem.
